Compound activity (PubChem)
ER stress death = ER stress cell death inhibition | relative survival (cellular ATP), % at 15 µg/mL (by protocol) | CSM14.1 thapsigargin ER stress survival, ATP luminescence | 0.33% of 48,000 active;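 active = survival measured by cellular ATP above 50% at 15 µg/ml in the first screen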;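 also: cell death triggered by about 15 µM thapsigargin; ATP read 24 h after thapsigargin was added; plate controls were thapsigargin with DMSO for no effect and DMSO without thapsigargin for full effect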
Active calls of the source: *. These rows are one share of the data, so the mix of outcomes need not match the whole.

For COc1ccc(/C=C2/SC(=S)N(CC(=O)Nc3ccc(O)cc3)C2=O)cc1OC the results were ER stress death -4.
CCOc1ccc(C(=O)Nc2ccc3nn(-c4ccc(OCC)cc4)nc3c2)cc1 was read as ER stress death 10.
For O=C(Nc1ccc2nc(SCc3ccccc3)sc2c1)c1ccccc1 the results were ER stress death 9.
O=C(c1ccc(Cl)cc1)c1ccc2c(c1)CCCO2 was read as ER stress death 12.
Screening COc1ccccc1NC(=O)c1cc(-c2ccc(C)cc2C)nc2ccccc12 returned ER stress death 3.
`COc1cc(NC(=O)c2cc3nc(-c4cccs4)cc(C(F)(F)F)n3n2)cc([N+](=O)[O-])c1` gave ER stress death -4.
`CCCOc1ccc(CSc2nncn2N)cc1` gave ER stress death 3.
`C=CCc1cccc2cc(C(=O)Nc3cccc(C(C)=O)c3)c(=O)oc12` gave ER stress death 9.
For Cc1cn(S(=O)(=O)c2ccc(Br)cc2)cn1 the results were ER stress death -4.
CC(=O)C1=C(Nc2ccccc2)CC(C)(O)C(C(C)=O)C1c1ccccc1F (stereo unspecified) was read as ER stress death -4.
`COc1cc(CN2CCN(Cc3cccc(Cl)c3)CC2)cc(OC)c1` gave ER stress death -1.
`Cc1ccc(CO/N=C(\N)c2nonc2N)c(C)c1` gave ER stress death -2.
Screening NC(=O)C1CCN(C(=O)c2ccc(Cl)cc2)CC1 returned ER stress death 5.
Screening Cc1cc(C)c2oc(-c3ccc(NC(=O)c4cc5ccccc5oc4=O)cc3)nc2c1 returned ER stress death 7.
CCOc1cc(C(=O)Nc2cccc(C(C)=O)c2)cc(OCC)c1OCC was read as ER stress death -2.
`O=C(N/N=C\c1ccc(OC(=O)c2cccc3ccccc23)cc1)c1ccc(Br)cc1` gave ER stress death 4.
`CCOC(=O)c1c(NC(=O)c2ccc([N+](=O)[O-])cc2)sc2c1CCCCC2` gave ER stress death 0.
Screening Cc1c(Cc2ccccc2)c(=O)oc2cc(OCc3ccc([N+](=O)[O-])cc3)ccc12 returned ER stress death -3.
`CCCCOc1ccc(-c2nc(-c3ccc(C)cc3)no2)cc1` gave ER stress death 2.
`O=C1CCNc2c(Cl)cc(Cl)cc21` gave ER stress death -4.
`CC(C)c1ccc(C2/C(=C(\O)c3ccccc3)C(=O)C(=O)N2c2cccnc2)cc1` (stereo unspecified) gave ER stress death 10.
For Cc1ccc(-n2ncnc2-c2cccc(Cl)c2)cc1Cl the results were ER stress death 4.
`Cc1ccc(OCC(=O)Nc2cccc(C)n2)cc1` gave ER stress death -2.
Screening Cc1cc(C)cc(N2C(=O)NC(=O)/C(=C\c3ccc(OC(C)C)cc3)C2=O)c1 returned ER stress death -1.
For O=C(NC(=S)Nc1ccc2oc(-c3cccc(Br)c3)nc2c1)c1ccco1 the results were ER stress death 2.
`ON=C(c1nc2ccccc2[nH]1)c1nc2ccccc2[nH]1` gave ER stress death 11.
Screening Cc1cc(C)c(C)c(OCCCCN2CCC(C)CC2)c1 returned ER stress death -4.
Screening Cc1ccc(C)c(S(=O)(=O)/N=C2\C=CC(=O)c3ccccc32)c1 returned ER stress death -11.
`COc1ccc(NC(=O)Cn2nc(C(F)(F)F)c(Cl)c2C)cc1OC` gave ER stress death 7.
C#CCSc1nc2sc3c(c2c(=O)[nH]1)CCCC3 was read as ER stress death 6.
Screening O=C1CC(N2CCC(Cc3ccccc3)CC2)C(=O)N1c1ccc(F)cc1 (stereo unspecified) returned ER stress death 17.
NS(=O)(=O)c1ccc(-c2ccc(/C=c3/sc4nc5ccccc5n4c3=O)o2)cc1 was read as ER stress death 1.
`COc1ccc2occ(C(=O)c3ccccc3)c2c1` gave ER stress death 2.
Screening O=C1CCCC2=C1C(c1ccc([N+](=O)[O-])cc1)C1C(=O)c3ccccc3C1=N2 (stereo unspecified) returned ER stress death 14.
`CC(C)(C)c1ccc(S(=O)(=O)Nc2ccccn2)cc1` gave ER stress death 20.
For COc1ccc(Cc2noc(-c3ccc(Cl)cc3)n2)cc1 the results were ER stress death -3.
Screening C=CCNC(=O)CN(c1ccc(OC)cc1)S(C)(=O)=O returned ER stress death 0.
O=C(O)/C=C/c1cccc2c1OCCO2 was read as ER stress death 6.
For Cc1ccc(/C=N/NC(=O)C2CC(=O)N(c3ccc(Cl)cc3)C2)cc1 (stereo unspecified) the results were ER stress death -2.
Screening CCC(=O)Nc1sc2c(c1C(=O)Nc1cccc3ccccc13)CCCCC2 returned ER stress death 0.
C=CCC(CC=C)(NC(=O)/C=C/c1cccc([N+](=O)[O-])c1)c1ccccc1 was read as ER stress death 1.
For Cc1c(C(=O)NN(c2ccccc2)c2ccccc2)cccc1[N+](=O)[O-] the results were ER stress death 4.
Screening O=C1C(NC2CCCCC2)=C(N2CCCCC2)C(=O)c2ccccc21 returned ER stress death -12.
COc1ccc2c(C)cc(=O)oc2c1I was read as ER stress death 5.
O=C(Nc1ccccc1Cl)c1ccc(-n2cnnn2)cc1 was read as ER stress death 6.

Grouped by structure: the entries above containing two or more sulfur atoms (4)
For COc1ccc(/C=C2/SC(=S)N(CC(=O)Nc3ccc(O)cc3)C2=O)cc1OC the results were ER stress death -4.
For O=C(Nc1ccc2nc(SCc3ccccc3)sc2c1)c1ccccc1 the results were ER stress death 9.
C#CCSc1nc2sc3c(c2c(=O)[nH]1)CCCC3 was read as ER stress death 6.
NS(=O)(=O)c1ccc(-c2ccc(/C=c3/sc4nc5ccccc5n4c3=O)o2)cc1 was read as ER stress death 1.

Three compounds out of the list, sorted by SMILES length, ascending.
`Cc1ccc(CO/N=C(\N)c2nonc2N)c(C)c1` gave ER stress death -2.
CCOc1cc(C(=O)Nc2cccc(C(C)=O)c2)cc(OCC)c1OCC was read as ER stress death -2.
For Cc1ccc(/C=N/NC(=O)C2CC(=O)N(c3ccc(Cl)cc3)C2)cc1 (stereo unspecified) the results were ER stress death -2.

Carrying on.
Screening CN(C)CCCN1C(=O)c2cccc3c(Br)ccc(c23)C1=O returned ER stress death -20.
Screening Cc1ccc(NC(=O)/C=C/c2ccccc2)cc1F returned ER stress death 12.
For CCCC(=O)N/C(N)=N\c1nc(C)c2ccccc2n1 the results were ER stress death 6.
Screening O=C(/C=C/c1ccccc1)NC(=S)Nc1ccc(Br)cn1 returned ER stress death 3.
For Cc1ccc2c(Cl)c(C(=O)Nc3nc4ccc(Br)cc4s3)sc2c1 the results were ER stress death 11.
For CC(NS(=O)(=O)c1ccc(Cl)cc1)C1C2CC3CC(C2)CC1C3 (stereo unspecified) the results were ER stress death 14.
`CCOC(=O)C1=C(C)C2C3C(=O)N(c4cc(C)ccc4C)C(=O)C3C1(C)C1C(=O)N(c3cc(C)ccc3C)C(=O)C21` (stereo unspecified) gave ER stress death 3.
`O=C1CC(N(Cc2ccccc2)Cc2ccccc2)C(=O)N1c1ccc(Cl)cc1` (stereo unspecified) gave ER stress death 6.
Screening O=C(Nc1ccc(Cl)c(-c2nc3ncccc3o2)c1)c1ccccc1 returned ER stress death 2.
`O=C1CCCc2nc(-c3ccccc3)cc(-c3ccccc3)c21` gave ER stress death 0.
CCOc1cc(/C=N/NC(=O)C(=O)Nc2ccccc2OC)ccc1O was read as ER stress death 6.
COc1ccc(-c2cc3c(ccc4ccccc43)oc2=O)cc1 was read as ER stress death 5.
Cc1ccc(/C=N/Nc2ccccn2)cc1 was read as ER stress death -2.
`COc1cc(/C=C2\SC(=S)N(C(Cc3ccccc3)C(=O)O)C2=O)ccc1O` (stereo unspecified) gave ER stress death 2.
Cc1ccc(NC(=O)c2ccccc2[N+](=O)[O-])c(C)c1 was read as ER stress death 6.

The final two records of the part above come first, to join the parts.
`COc1cc(/C=C2\SC(=S)N(C(Cc3ccccc3)C(=O)O)C2=O)ccc1O` (stereo unspecified) gave ER stress death 2.
Cc1ccc(NC(=O)c2ccccc2[N+](=O)[O-])c(C)c1 was read as ER stress death 6.
COc1cc(C(=O)Nc2cccc(S(N)(=O)=O)c2)ccc1OCc1ccc(Cl)cc1 was read as ER stress death -4.
`Cc1c(NC(=O)c2ccco2)cccc1[N+](=O)[O-]` gave ER stress death 7.
O=C(CN(CCc1ccccc1)S(=O)(=O)c1ccccc1)Nc1ccc(Br)cc1 was read as ER stress death 6.
`C(=C\c1nc(-c2cccnc2)no1)/c1ccccc1` gave ER stress death -6.
CC(C)(C)C(=O)CC(=O)c1ccccc1 was read as ER stress death 3.
`Cc1ccc(C(NC(N)=O)c2ccccc2C)cc1` (stereo unspecified) gave ER stress death 0.
For COc1cccc(C2=NN(C(=O)c3ccncc3)C(O)(C(F)(F)F)C2)c1 (stereo unspecified) the results were ER stress death 2.
COc1ccc(/C=C2\SC(=S)N(NC(=O)c3ccccc3Br)C2=O)cc1 was read as ER stress death 2.
For O=C(CSCc1ccccc1)Nc1ccccc1Cl the results were ER stress death 2.
Screening Cc1cccc(N2C(=O)C(O)=C(C(=O)/C=C/c3ccccc3)C2c2ccc(N(C)C)cc2)c1 (stereo unspecified) returned ER stress death 1.
`Cc1cccc(OCC(=O)Nc2ccc(Cl)c(Cl)c2)c1C` gave ER stress death -4.
COc1cccc(NC(=O)CSc2nc3ccc(OC)cc3[nH]2)c1 was read as ER stress death 4.
Screening Cc1ccccc1NC(=O)/C(=C/c1ccc(Br)cc1)NC(=O)c1ccccc1 returned ER stress death 4.
For O=C(Nc1nc(C23CC4CC(CC(C4)C2)C3)cs1)C(=O)NC1CC1 the results were ER stress death 3.
For CC1=C(C(=O)OC2CCCC2)C(c2ccc(Br)cc2)NC(=O)N1 (stereo unspecified) the results were ER stress death -2.
`CC(=O)CC(=O)Nc1ccc(OCc2ccccc2)cc1` gave ER stress death -2.
Screening Cc1ccc(OCc2nnc(NC(=O)c3ccccc3C)s2)c(C)c1 returned ER stress death -2.
Screening CCOc1ccccc1N(CC(=O)Nc1ccccc1Br)S(=O)(=O)c1ccccc1 returned ER stress death 3.
Screening COc1ccc(CCNC(=O)c2cccc(F)c2)cc1 returned ER stress death 13.
`COC(=O)CN1C(=O)C(=Cc2ccncc2)SC1=S` gave ER stress death -4.
Cc1c(Cl)cccc1NC(=O)/C(C#N)=C/c1ccc(N2CCOCC2)o1 was read as ER stress death 13.
COc1cc(NS(=O)(=O)c2ccc(NC(=S)NC(=O)/C=C/c3ccc(F)cc3)cc2)ncn1 was read as ER stress death 7.
c1ccc(OCCCN2CCCC2)cc1 was read as ER stress death 4.
`Cc1c(NC(=S)Nc2ccc(Cl)cc2)c(=O)n(-c2ccccc2)n1C` gave ER stress death 1.
`NC(=O)NC(c1ccc(Cl)cc1)c1ccc(Cl)cc1` gave ER stress death -5.
`C/C(=N\NS(=O)(=O)c1ccc([N+](=O)[O-])cc1)c1ccc(NC(=O)c2ccco2)cc1` gave ER stress death 1.
`O=C1N(c2ccccc2)C2CS(=O)(=O)CC2N1c1ccc(Cl)cc1` (stereo unspecified) gave ER stress death 14.
Cc1ccc2c(Cl)c(C(=O)NCc3ccccn3)sc2c1 was read as ER stress death -2.
For Cc1ccc(OCC(=O)O/N=C(\N)c2ccccn2)c(Br)c1 the results were ER stress death -5.
C/C(=N\N1CCN(c2ccccc2)CC1)c1ccncc1 was read as ER stress death 7.

A run of entries of the results above:
For COc1ccc(/C=C2/SC(=S)N(CC(=O)Nc3ccc(O)cc3)C2=O)cc1OC the results were ER stress death -4.
CCOc1ccc(C(=O)Nc2ccc3nn(-c4ccc(OCC)cc4)nc3c2)cc1 was read as ER stress death 10.

Further compounds.
For COc1cc(CN2CCN(Cc3cccc([N+](=O)[O-])c3)CC2)c([N+](=O)[O-])cc1OC the results were ER stress death 4.
`O=C(COc1ccccc1)Nc1ccc(Nc2ccccc2)cc1` gave ER stress death 2.
For COc1ccc(OC)c(NC(=O)c2ccc([N+](=O)[O-])cc2Cl)c1 the results were ER stress death 13.
COc1ccc(N(CC(=O)Nc2ccccc2OC)S(=O)(=O)c2ccccc2)cc1Cl was read as ER stress death 14.
Screening CCOc1ccccc1/C=C1/C(=O)NN(c2ccccc2)C1=O returned ER stress death 7.
O=C1NN(c2cccc(Cl)c2)C(=O)/C1=C\C=C\c1cccc([N+](=O)[O-])c1 was read as ER stress death 9.
Screening CCOC(=O)/C(=C\c1ccncc1)C(=O)c1cc(C(C)=O)c(Nc2ccccc2)s1 returned ER stress death 2.
CCCOC(=O)Cc1c(O)c2ccccc2[nH]c1=O was read as ER stress death 0.
`Oc1ccc2ccccc2c1/C=N/Nc1nn[nH]n1` gave ER stress death -3.
For C[n+]1cccc(C(O)P(=O)(c2ccccc2)c2ccccc2)c1 (stereo unspecified) the results were ER stress death 8.
For Cn1cc(-c2nn(-c3ccccc3)cc2/C=N/NC(N)=S)c2ccccc21 the results were ER stress death 0.
`O=C(CCC(=O)OCCCC(F)(F)C(F)(F)F)Nc1ccccc1` gave ER stress death 6.
Screening CCOc1ccc2cc(S(=O)(=O)N3CCN(c4ccccc4)CC3)ccc2c1 returned ER stress death 5.
O=C(CC1c2ccccc2Oc2ccccc21)Nc1ccc(Cc2ccncc2)cc1 was read as ER stress death 0.
`CNC(=O)C(=O)NCCN1CCN(S(=O)(=O)c2ccc([N+](=O)[O-])cc2)CC1` gave ER stress death 7.
Cc1cc(Cl)cc(C)c1OCCOCCN1CCN(C)CC1 was read as ER stress death -4.
For Fc1ccccc1Cn1nnc(-c2ccccc2)n1 the results were ER stress death 7.
OC(CNCC1(c2ccccc2)CCCC1)COc1ccccc1 (stereo unspecified) was read as ER stress death -8.
COc1ccccc1NC(=O)c1ccc2c(c1)C(=O)N(N1C(=O)c3ccccc3C1=O)C2=O was read as ER stress death 2.
For c1ccc(Cc2nc(-c3ccncc3)no2)cc1 the results were ER stress death 7.
COc1ccc(NC(=O)C(=O)NCCCN2CCOCC2)cc1 was read as ER stress death -4.
CC(O)c1c(OCc2ccccc2)ncnc1OCc1ccccc1 (stereo unspecified) was read as ER stress death 3.
`Cc1cccc(/C=C2\C(=O)NC(=O)N(c3ccc(Br)c(C)c3)C2=O)c1` gave ER stress death 1.
COc1cc(NC(=O)c2cccc([N+](=O)[O-])c2)ccc1NC(=O)c1ccco1 was read as ER stress death 2.
